Compound activity from PubChem.
Tau fibril FP: inhibitors of human tau fibril formation. Potency, µM (top dose mostly 57.7 µM), for inactives: top-dose activity, negative = inhibition, usual class: inhibitors. 280,000 compounds, 0.39% hits. P10636. K18 P301L tau heparin fibrillization, Alexa594 FP, 6 h; also: % is scaled to controls: 0 for no effect and ±100 for the full control effect; nearly all actives have a fitted effect of over 55% in size
Target sequence (P10636 561-689 P618L limits assumed): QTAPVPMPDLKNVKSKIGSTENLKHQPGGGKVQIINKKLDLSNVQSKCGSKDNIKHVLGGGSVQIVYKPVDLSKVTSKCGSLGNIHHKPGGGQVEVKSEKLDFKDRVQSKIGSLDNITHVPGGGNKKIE
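Quantitative HTS format: compounds meet 15 uM recombinant K18 P301L tau and Alexa 594-tau tracer in 100 mM sodium acetate pH 7; 20 uM heparin triggers fibrillization at 37 C over 6 hr; FP gives the signal.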
SMN2 splice enh: enhancers of SMN2 splice variant expression. HEK293 SMN2-luciferase splicing reporter, luminescence, 30-36 h. Potency, µM (titrated, usually from 46.1 µM), for inactives: at the top dose activity change, positive = activation, usual class: activators. 210,000 compounds, 2.8% hits; also: % of control where 0% means no effect; nearly all actives have a fitted effect of over 55% in size
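qHTS luciferase splicing reporter: luminescence rises when SMN2 exon 7 is included in transfected HEK293 cells. Compound exposure lasted 30-36 h at 37C, with 4.5 mM final sodium butyrate as control, followed by a ONE-Glo read.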
HttQ103 aggreg: reduces HttQ103-GFP aggregates in PC12 cells; Potency, µM (series often up to 46.1 µM), for the others: top-dose activity change, negative = inhibition, actives largely listed as inhibitors; PC12 HttQ103-GFP aggregates, Acumen cytometry, 40 h; AID 1688; 220,000 compounds, 1.1% hits; also: % is scaled to controls: 0 for no effect and ±100 for the full control effect; nearly all actives have a fitted effect of over 60% in size
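PC12 cells with ecdysone-inducible HTT exon1 Q103-GFP, induced by 100 nM tebufenozide, given compounds in a concentration series. GFP aggregates (1–25 um, 6 SD above background) counted in lysates by laser-scanning cytometry, 488 nm excitation.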
Tau fluor cs: counter-screen for tau fibril formation inhibitors. tau K18 P301L Alexa594 fluorescence, heparin fibrillization. Potency, µM (highest dose often 57.7 µM), without a hit: top-dose activity change, negative = decrease. 280,000 compounds, 0.93% hits; also: % is scaled to controls: 0 for no effect and ±100 for the full control effect; nearly all actives have a fitted effect of over 55% in size
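Human tau K18 P301L (15 uM unlabeled, 0.24 uM Alexa 594-labeled) in 100 mM sodium acetate pH 7 with 20 uM heparin, 6 hr at 37 C. ThT 30 uM added, 1 hr ambient; Alexa 594 FP and total fluorescence read at 555/632 nm.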
HTT ATP protect: protects HTT-Q103 PC12 cells, measured by ATP; PC12 HTT-Q103 induced, cytoprotection, ATP luminescence, 40 h; Potency, µM (titrated, usually from 56.4 µM), for the others: cytoprotection (ATP increase), hits mostly activators; 230,000 compounds, 0.14% hits;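 also: % of control where 0% means no effect; nearly all actives have a fitted effect of over 45% in size; toxic huntingtin expression switched on by the ecdysone agonist tebufenozide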
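Rat PC12, Q103 Htt exon1-GFP fusion, ecdysone promoter; tebufenozide inducer 100 nM final; compound titration; qHTS, 1500 cells/well; ATPlite luminescent read.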
ALDH1A1 inh: inhibitors of human aldehyde dehydrogenase 1A1. P00352. Purified ALDH1A1, NADH fluorescence, propionaldehyde substrate. 220,000 compounds, 7.3% hits. AID 1030. Potency, µM (top dose mostly 75.3 µM), without a hit: at the top dose activity, negative = inhibition, usual class: inhibitors; active = well fitted inhibition curve with a large enough effect, not every such curve was filed as active; inconclusive = small, poorly fitted or top-dose-only effect, or another doubt; inactive = no such curve, though single readings can be large or run the other way;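 also: plate controls were no enzyme wells and a reference inhibitor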
Target sequence (P00352 whole entry, looked up): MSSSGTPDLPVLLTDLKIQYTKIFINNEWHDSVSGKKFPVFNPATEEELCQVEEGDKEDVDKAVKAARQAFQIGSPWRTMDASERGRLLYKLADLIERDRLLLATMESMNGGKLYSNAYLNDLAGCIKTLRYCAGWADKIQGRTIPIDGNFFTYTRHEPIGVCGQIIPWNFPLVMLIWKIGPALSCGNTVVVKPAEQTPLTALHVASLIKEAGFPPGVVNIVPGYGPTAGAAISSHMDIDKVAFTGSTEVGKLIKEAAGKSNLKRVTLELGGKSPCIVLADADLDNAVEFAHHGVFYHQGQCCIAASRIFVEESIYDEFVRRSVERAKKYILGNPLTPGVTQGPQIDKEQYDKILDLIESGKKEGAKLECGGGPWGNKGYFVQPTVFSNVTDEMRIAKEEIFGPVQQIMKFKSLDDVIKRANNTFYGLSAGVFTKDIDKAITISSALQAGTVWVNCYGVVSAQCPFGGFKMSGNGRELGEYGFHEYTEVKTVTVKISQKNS
JMJD2E inh: JMJD2E (human) inhibition | B2RXH2 | JMJD2E catalytic domain, FDH-coupled NADH fluorescence (FDH is formaldehyde dehydrogenase) | Potency, µM (titrated, usually from 57.1 µM), for the others: top-dose activity change, negative = inhibition, actives largely listed as inhibitors | 230,000 compounds, 1.6% hits; active = well fitted inhibition curve with a large enough effect, not every such curve was filed as active; inconclusive = small, poorly fitted or top-dose-only effect, or another doubt; inactive = no such curve, though single readings can be large or run the other way;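 also: 0% = wells with enzyme and -100% = buffer wells without enzyme; nearly all actives have a fitted effect of over 50% in size; many of its hits are not listed in these tables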
Target sequence (B2RXH2 1-337 limits assumed): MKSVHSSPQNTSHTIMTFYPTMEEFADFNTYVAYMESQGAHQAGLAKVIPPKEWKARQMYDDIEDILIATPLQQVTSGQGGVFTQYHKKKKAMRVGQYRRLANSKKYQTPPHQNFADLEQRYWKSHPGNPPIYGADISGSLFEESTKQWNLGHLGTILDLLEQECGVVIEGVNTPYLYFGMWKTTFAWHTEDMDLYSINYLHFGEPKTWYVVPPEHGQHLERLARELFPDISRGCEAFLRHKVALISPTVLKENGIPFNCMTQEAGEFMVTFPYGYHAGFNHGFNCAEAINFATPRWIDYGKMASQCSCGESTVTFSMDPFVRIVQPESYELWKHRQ
Tau fibril ThT: inhibitors of human tau fibril formation, thioflavin T binding; Potency, µM (doses to about 57.4 µM), for inactives: at the top dose activity, negative = inhibition, most hits filed as inhibitors; recombinant tau K18 P301L (four-repeat tau fragment), heparin-induced fibrillization, ThT fluorescence; 270,000 compounds, 2.1% hits; also: % is scaled to controls: 0 for no effect and ±100 for the full control effect; nearly all actives have a fitted effect of over 55% in size
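Tau K18 P301L fragment (15 uM unlabeled plus 0.24 uM Alexa 594-labeled) in 100 mM sodium acetate pH 7 with compound, fibrillization induced by 20 uM heparin for 6 hr at 37 C. Thioflavin T (30 uM) added, fluorescence read after 1 hr (ex 450, em 510 nm).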
* = called active by the depositor; ? = inconclusive; . = not tested or not shown; & = joins results of further samples; [ ] = dose if it differs, or a comment. Unless noted, calls follow the shape of the dose curve; as a rule, active = well fitted curve in the direction sought with a large enough effect; inconclusive = small, poorly fitted or top-dose-only effect, or another doubt; inactive = no such curve, though single readings can be large; an effect the other way counts as inactive or inconclusive. Potency is read from the fitted curve at half-maximal effect.

SMILES	Tau fibril FP	SMN2 splice enh	HttQ103 aggreg	Tau fluor cs	HTT ATP protect	ALDH1A1 inh	JMJD2E inh	Tau fibril ThT
Cc1cc(C(=O)N2CCOCC2)c(C)o1	-11.5%	5.2%	?	-8.5%	-30.5%	10.3%	-2.0%	-13.3%
O=C(CCCCn1c(=O)c2ccccc2n(CC(=O)Nc2cccc(F)c2)c1=O)NCc1ccco1	0.4%	-4.0%	-1.7%	-21.2%	-17.3%	?	-1.8%	-0.9%
O=C(NC1CCS(=O)(=O)C1)c1ccc(S(=O)(=O)NCC2CCCO2)cc1 (stereo unspecified)	5.5%	6.4%	-11.7%	0.3%	-10.8%[0.074 µM]	8.9%	-0.4%	0.2%
Cn1c(N)c(C(=O)COC(=O)c2cc(C3CC3)nc3ccccc23)c(=O)n(Cc2ccccc2)c1=O	?	-18.2%&17.0%	-28.6%	?	-26.2%	-10.5%	?	-8.8%&-0.8%
CCOCCCNC(=O)C1CCN(S(=O)(=O)N2CCCC2)CC1	7.2%	-2.4%	4.3%	-5.0%	9.5%	2.3%	0.0%	-10.1%
CN(C)c1ncc(S(=O)(=O)c2ccccc2)c(-c2ccc(Cl)cc2Cl)n1	-3.1%	-6.1%	-5.0%	-20.1%	-12.3%	-8.4%	-28.1%	?
O=C(CSc1cn(Cc2ccccc2)c2ccccc12)N1CCOCC1	-2.4%	12.6µM*	-8.8%	-6.9%	8.0%[10 µM]	?	-0.9%	-12.4%
COc1cc(NS(=O)(=O)c2ccc(NC(=O)NC3CCCCC3)cc2)nc(OC)n1	3.9%	3.4%	1.3%	4.6%	7.9%[10 µM]	10.2%	2.1%	1.9%
CCOc1ccc(Br)cc1S(=O)(=O)Nc1ccc(C(=O)OC(C)C(=O)N(C)c2ccccc2)cc1 (stereo unspecified)	-11.2%	.	2.9%	-24.3%	10.0%[10 µM]	3.3%	-6.4%	-8.9%
O=C(CNS(=O)(=O)c1ccccc1)N1CCN(c2ccccc2)CC1	1.5%	38.9%	4.6%	-5.2%	6.6%	-7.7%	10.1%	-10.3%

Record cards, from the list above. Order of screens: Tau fibril FP, SMN2 splice enh, HttQ103 aggreg, Tau fluor cs, HTT ATP protect, ALDH1A1 inh, JMJD2E inh, Tau fibril ThT
O=C(NC1CCS(=O)(=O)C1)c1ccc(S(=O)(=O)NCC2CCCO2)cc1 (stereo unspecified) as listed: 5.5%, 6.4%, -11.7%, 0.3%, -10.8%[0.074 µM], 8.9%, -0.4%, 0.2%
CCOc1ccc(Br)cc1S(=O)(=O)Nc1ccc(C(=O)OC(C)C(=O)N(C)c2ccccc2)cc1 (stereo unspecified) as listed: -11.2%, ., 2.9%, -24.3%, 10.0%[10 µM], 3.3%, -6.4%, -8.9%

Other compounds follow.
SMILES	Tau fibril FP	SMN2 splice enh	HttQ103 aggreg	Tau fluor cs	HTT ATP protect	ALDH1A1 inh	JMJD2E inh	Tau fibril ThT
Cn1c(=S)[nH]c(=O)c2ncc(=O)[nH]c21	-2.3%	.	-13.9%[9.22 µM]	-8.2%	12.7%[10 µM]	6.6%	-6.6%	-8.9%
COc1ccc(NC(=O)Cn2cc(S(=O)(=O)c3ccccc3)c(=O)c3cc(C)ccc32)cc1Cl	?	8.5%	.	-23.7%	.	.	.	11.3%
Cc1ccc(C(=O)CC2(O)C(=O)N(CCc3ccccc3)c3ccc(Cl)cc32)cc1 (stereo unspecified)	4.5%	-41.9%[inhibitor]	.	-15.5%	.	.	.	-7.5%
CCC(C)(C(=O)NC1CCCCC1)N(Cc1ccco1)C(=O)c1cnccn1 (stereo unspecified)	-2.1%	?	-16.3%	2.2%	1.7%	-13.2%	-0.7%	-4.4%
O=C(CN1C(=O)COc2ccc(S(=O)(=O)N3CCOCC3)cc21)N1CCN(c2ccccc2F)CC1	-6.7%	-0.4%	.	-6.6%	.	.	.	1.3%
CS/C(=C(/C#N)S(=O)(=O)c1ccc(Cl)cc1)N1CCOCC1	2.9%	.	-9.1%[9.22 µM]	0.6%	-14.5%[10 µM]	.	5.7%	-0.5%
CCN(CC)S(=O)(=O)c1ccc(NC(=O)CSc2cccc[n+]2[O-])cc1	-3.7%	7.4%	10.8%	-3.9%	7.7%	22.4µM*	?	-0.7%
O=C(CSc1ncccn1)NN=C1CCCCCCC1	-7.4%	4.8%	8.0%	-5.0%	-9.3%	4.4%	17.8%	0.0%
CCC1NC(=S)NC(C)=C1C(=O)c1ccccc1 (stereo unspecified)	0.4%	-59.8%[inhibitor]	-7.1%	1.0%	?	?	5.5%	-2.6%
COC(=O)C1=C(C)NC=C([N+](=O)[O-])C1c1ccc(OC)cc1 (stereo unspecified)	-10.6%	5.0%	14.1%	-17.6%	.	-10.5%	1.1%	?
CCCC(=O)Nc1cc2nn(-c3ccccc3)nc2cc1C	-0.3%	?	.	-1.8%	.	.	.	-8.2%
CCc1[nH]nc2c1C1(CCOC1C)C(C#N)=C(N)O2 (stereo unspecified)	1.2%	-11.4%	5.5%	3.1%	-11.6%[10 µM]	?	-1.0%	1.8%
O=c1[nH]c2ccc(S(=O)(=O)NCCO)cc2[nH]1	-5.1%	.	-6.1%[9.22 µM]	-13.0%	-4.9%[10 µM]	6.5%	9.5%	-2.6%
Cc1ccc2sc(N(CCCN(C)C)C(=O)c3ccc(Br)s3)nc2c1C	?	-27.0%	-6.4%	?	-45.1%[inhibitor]	5.9%	-4.6%	?
CCN(CC)CCN1C(=O)c2oc3ccccc3c(=O)c2C1c1ccc(F)cc1 (stereo unspecified)	-8.6%	10.0%	0.7%	-12.2%	3.1%[0.074 µM]	-6.8%	-6.9%	-10.5%
CNCC(O)CN1CCN(c2ccccc2OC)CC1 (stereo unspecified)	0.1%	-4.1%	-2.1%	3.0%	4.8%	3.3%	-9.7%	2.6%
COc1ccc(OC(C)C(=O)N2CC(C)OC(C)C2)cc1 (stereo unspecified)	-8.4%	-16.6%	2.1%	-0.4%	2.6%[10 µM]	9.8%	9.9%	-5.4%
Cc1ccc(CNC(=O)CSCc2ccccc2F)cc1	1.1%	15.8%	-5.6%	-8.8%	3.1%	-4.6%	-1.2%	-9.5%
Cc1ccccc1CS(=O)(=O)Cc1ccc(C(=O)NCCCN2CC(C)CC(C)C2)o1 (stereo unspecified)	-0.1%	-19.8%	-4.4%	-2.4%	-41.4%	3.5%	8.9%	-3.5%
Cn1cccc1C(C#N)c1cccc(F)c1C#N (stereo unspecified)	0.1%	-27.8%	-2.2%	-4.2%	-3.4%[10 µM]	25.1µM*	-7.7%	-11.5%
CCOc1nc(NCCO)nc(Nc2cc(Cl)ccc2OC)n1	-2.7%	-16.6%	.	-7.4%	.	0.5%	-2.8%	-13.8%
O=C(NCCc1cn2ccsc2n1)C1CCCCC1	1.9%	-14.4%	-2.7%	5.0%	-5.2%	2.3%	2.9%	1.1%
Cc1ccc(NS(=O)(=O)c2ccc3[nH]c(=O)[nH]c3c2)c(C)c1	-1.4%	9.1%	.	0.8%	.	?	-7.0%	-0.4%
Cc1ccc(S(=O)(=O)Nc2ccccc2CNc2ncc(Br)cc2Br)cc1	?	-24.4%	4.4%	-8.4%	-9.9%[10 µM]	?	1.3%	13.9%
Cc1c(NS(=O)(=O)c2ccc(Cl)c(C(=O)OC(C)C(=O)N3CCOCC3)c2)c(=O)n(-c2ccccc2)n1C (stereo unspecified)	-4.7%	11.8%	12.9%	-3.1%	-12.2%	-4.0%	3.4%	-3.7%
CCC(=O)NC1=C(Cl)C(=O)C(NC(=O)CC)=C(Cl)C1=O	3.55µM*	.	-15.4%[9.22 µM]	?	-21.4%[10 µM]	?	?	2µM*
COc1ccc(C(=O)OCC(=O)c2cc(OC)ccc2OC)c(OC)c1	3.0%	-6.5%	17.0%	-15.8%	-10.9%[10 µM]	-10.0%	-12.2%	-11.4%
Nc1cc(=O)[nH]c(SCc2nnc(-c3ccccc3)o2)n1	-1.0%	5.9%	13.9%[9.22 µM]	7.6%	-6.9%[10 µM]	5.5%	-1.6%	12.5%
O=S(=O)(c1ccc(Cl)cc1)N1CCC(O)(c2cccnc2)CC1	1.8%	-4.3%	1.5%	-4.4%	20.4%	24.5%	4.0%	1.6%
C/C(N)=C(/C#N)C(=O)COC(=O)c1cc(-c2ccccc2)nc2ccc(Br)cc12	?	-24.4%	11.5%	?	-32.8%	4.0%	18.5%	2.7%
COc1ccc(N2CCN(c3ccc(Cl)nn3)CC2)cc1	2.6%	-3.2%	1.6%	5.5%	-3.6%	0.1%	-16.0%	-3.9%
COC(=O)c1[nH]c2cc(OC)c(OC)cc2c1NC(=O)c1cccc(OC)c1	?	-12.9%	1.0%	?	-86.0%[inhibitor][0.074 µM]	-15.0%	1.9%	-17.3%
N/C(=N\c1nc2c(c(=O)[nH]1)CCC2)Nc1ccccc1	4.4%	8.8%	-4.8%	17.1%	17.1%[10 µM]	7.6%	5.6%	-6.3%
CC(NC(=O)COC(=O)CCc1ccc(S(=O)(=O)N2CCOCC2)cc1)C1CC2CCC1C2 (stereo unspecified)	6.2%	-29.3%	11.5%	-7.7%	5.8%[10 µM]	-6.3%	7.1%	-4.8%
Cc1nc(/C=[N+](\[O-])C(C)(C)/C=N/O)n(O)c1C	-1.4%	?	-20.6%	-6.1%	13.5%	-10.1%	1.0%	-10.5%
Cc1ccc(C)c(S(=O)(=O)NC(CCC(N)=O)C(=O)O)c1 (stereo unspecified)	-0.5%	.	1.9%	4.9%	-3.5%	1.7%	-6.2%	0.1%
O=C1NC(SCCCF)=N/C1=C/c1ccc(-n2cncn2)cc1	-5.8%	.	-16.4%[9.22 µM]	-1.0%	1.0%[10 µM]	.	1.2%	.
CCOCc1cc(C2NC(=O)NC(C)=C2C(=O)OCC)ccc1OC (stereo unspecified)	7.2%	?	-6.4%	4.8%	3.9%	-11.5%	-2.6%	2.8%
CC(=O)Nc1ccc(NC(=O)C2CCCCC2C(=O)O)cc1 (stereo unspecified)	1.0%	5.5%	?	1.9%	-79.5%[inhibitor][10 µM]	4.3%	?	6.3%
CN1CCN(c2nc(-c3ccccc3)nc3c2oc2ccccc23)CC1	-3.6%	-7.4%	11.3%	-8.0%	-5.8%	-5.9%	0.4%	3.7%

The list is partial; count on the stated rates, not on these rows.
